Assay outcomes from PubChem.
PLAP inhibitors HTS: PLAP enzyme inhibitors, biochemical, luminescence, HTS (AID 690) | inhibition, % at 20 µM, or IC50 in µM where a hit was titrated | purified PLAP, luminescent substrate; higher % means a stronger effect | 96,000 compounds, 0.08% hits; in the data active = a potency from the dose series; inactive = the rest, 99 in 100 with inhibition below about 30%; also: strong numbers were not always called active
Bcl-B displacement: displacers of TR3 peptide from Bcl-B, primary screen, selectivity assay for Bfl-1 inhibitor project, biochemical, fluorescence polarization; FP displacement of FITC-TR3 peptide from Bcl-B; higher % means a stronger effect; displacement, % at 20 µM, or IC50 in µM where a hit was titrated; 96,000 compounds, 0.11% hits; AID 748;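 active = displacement above 50% at 20 µM plus a fluorescence interference ratio under 1.5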;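 also: plate controls were wells without compound for no effect and wells lacking Bcl-B protein for full effect; a part of the inactive calls stands beside numbers as strong as those of hits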
MRP resist rev: MRP-mediated drug resistance reversal; H69AR cells + 2 uM doxorubicin, CellTiter-Glo, 72 h; differential viability (reversal), % at 10 µM; 85,000 compounds, 0.04% hits;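 active = viability drop by adding the cancer drug above about 55%, with treated viability meeting a 40% cutoff, limit read from the data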;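 also: viability without doxorubicin minus viability with 2 µM doxorubicin for each compound; larger differential means the compound sensitizes cells more to doxorubicin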
NFkB transloc pot: enhances IL-1B driven NFkB nuclear translocation. HUVEC IL-1B NFkB p65 nuclear translocation imaging. activation, % at 2 µM. 94,000 compounds, 0.3% hits. AID 819;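 active = activation above 40%, about the mean plus 3 SD, also judged a hit on visual image review; inconclusive = activation above 40% but not a hit on visual review; inactive = activation not above 40% and no visual hit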;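 also: percent activation is computed from the nuclear over cytoplasmic p65 intensity ratio; values of inactives mirror those of a sister screen read the other way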
NFkB transloc inh: blocks IL-1B driven NFkB nuclear translocation in HUVEC cells; inhibition, % at 2 µM; HUVEC IL-1B NFkB p65 nuclear translocation imaging; 94,000 compounds, 0.43% hits;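 active = inhibition above about 30% together with a positive call from visual inspection of the well image, limit read from the data; inconclusive = inhibition above a set limit but visual check negative; inactive = inhibition not above a set limit, visual check negative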;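 also: nuclear over cytoplasmic p65 intensity ratio measured by imaging; 0% = IL-1B stimulated DMSO wells and 100% = unstimulated DMSO wells; values of inactives mirror those of a sister screen read the other way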
MRP resist rev cytotoxicity: also measured in MRP resist rev; calls as there; viability, %; H69AR cells, CellTiter-Glo, 72 h; measured here: cytotoxicity without doxorubicin
MRP resist rev with doxorubicin: further read-out of MRP resist rev, marked with its call; viability, %; measured here: viability with 2 uM doxorubicin; stronger effect = lower value
NFkB transloc inh cell count 2 µM: second read-out of NFkB transloc inh, no call of its own (marks repeat the call); cell count; measured here: cells passing quality filter;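 raw number of nuclei counted in each imaged well without normalization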
NFkB transloc pot cell count 2 µM: further read-out of NFkB transloc pot, marked with its call; cell count; measured here: cells passing quality filter
* hit, by the source's call; ? = inconclusive; / = not tested or not shown. Not all compounds are listed; rates above refer to the full screens.

SMILES	PLAP inhibitors HTS	Bcl-B displacement	MRP resist rev	MRP resist rev cytotoxicity	MRP resist rev with doxorubicin	NFkB transloc pot	NFkB transloc pot cell count 2 µM	NFkB transloc inh	NFkB transloc inh cell count 2 µM
CCc1ccc(OCc2nnc(SCC(=O)N3CCN(c4ccccc4)CC3)o2)cc1	/	/	12	97	85	14	144	-14	144
COC(=O)c1ccc2c(c1)C(C)(C)C(/C=C/c1ccc(OC)c(OC)c1OC)=[N+]2C	-29%	2%	-1	4	5	-37	137	37*	137*
CC(=O)Nc1ccc(S(=O)(=O)N2CCN(C(=O)Cc3ccccc3)CC2)cc1	/	/	13	101	88	0	127	0	127
CC1=C(C(=O)N(C)Cc2ccccc2)C2(CCC(C)CC2)OC1=O (stereo unspecified)	/	/	/	/	/	-10	34	10	34
Cc1ccc(-n2ncc3c2ncn2c(C)nnc32)cc1C	10%	-2%	15	96	81	4	164	-4	164
Cc1ccc(S(=O)(=O)Cc2ccc(C(=O)NCc3ccc4c(c3)OCO4)o2)cc1	-34%	16%	1	96	95	1	157	-1	157
CCC(=O)NCCc1cc2ccc(C)cc2[nH]c1=O	-34%	-7%	8	89	81	/	/	/	/
COc1ccc(-c2nc(-c3cccs3)c(-c3cccs3)[nH]2)cc1OC	-58%	-24%	-10	44	53	/	/	/	/
O=C(CSc1c2c(nc3ccc(Cl)cc13)CCCC2)NCc1ccco1	30%	-8%	-13	7	20	23	192	-23	192
COc1ccc(NC(=O)C2(c3ccc(NC(=O)c4ccc(OC(C)=O)cc4)cc3)CCCC2)cc1	8%	-3%	/	/	/	7	161	-19	131
CSc1ccc(C(=S)N2CCN(Cc3ccccc3)CC2)cc1	0%	-5%	35	92	57	-8	98	8	98
COc1ccc(-n2ccsc2=S)cc1	6%	10%	16	97	82	-13	204	14	204
CC(=O)Nc1ccc(N2CCCCC2)c(C(=O)Nc2cccc(C)c2)c1	1%	0%	-19	45	64	8	177	-8	177
O=c1cc(O)nc(SCc2ccccc2)[nH]1	-14%	-3%	-8	87	95	-9	111	9	111
CCOC(=O)c1csc(NC(=O)c2cc(OC)c(OC)c(OC)c2)n1	-3%	2%	-4	66	71	?	/	-41	154
CCOc1ccc(C(=O)/C=C/c2ccc(SC)cc2)cc1	14%	0%	/	/	/	-8	168	8	168
Cc1ccc(NC2c3ncccc3C(=O)N2C2CCCCC2)cc1C (stereo unspecified)	-47%	0%	13	89	76	-5	156	5	156
COc1ccccc1N1CCN(c2ncnc3c2oc2ccccc23)CC1	-29%	4%	/	/	/	25	107	-25	107
O=C(O)CC(NC(=O)OCc1ccccc1)c1ccccc1 (stereo unspecified)	2%	-2%	2	102	100	-7	112	7	112
O=[N+]([O-])c1cc(F)c(N2CCCCC2)cc1N1CCOCC1	-4%	17%	/	/	/	12	156	-12	156
CC1CCN(c2ccc(NC(=S)NC(=O)c3ccc(-c4cccc([N+](=O)[O-])c4)o3)cc2)CC1	6%	0%	0	25	25	-23	138	23	138
COc1ccccc1OCCOc1ccccc1/C=N/n1cnnc1	0%	-6%	-21	62	83	/	/	/	/
COc1ccccc1-n1c(CNC(=O)c2ccco2)nnc1SCC(=O)Nc1ccc(F)cc1	-15%	-1%	9	85	76	10	170	-10	170
N#C/C(C(=O)N1CCCCC1)=C1\Nc2ccccc2S1	-11%	2%	4	72	68	5	126	-5	126

Some of these compounds in order of formula weight, high to low.
SMILES	PLAP inhibitors HTS	Bcl-B displacement	MRP resist rev	MRP resist rev cytotoxicity	MRP resist rev with doxorubicin	NFkB transloc pot	NFkB transloc pot cell count 2 µM	NFkB transloc inh	NFkB transloc inh cell count 2 µM
COc1ccccc1-n1c(CNC(=O)c2ccco2)nnc1SCC(=O)Nc1ccc(F)cc1	-15%	-1%	9	85	76	10	170	-10	170
COc1ccccc1N1CCN(c2ncnc3c2oc2ccccc23)CC1	-29%	4%	/	/	/	25	107	-25	107
Cc1ccc(NC2c3ncccc3C(=O)N2C2CCCCC2)cc1C (stereo unspecified)	-47%	0%	13	89	76	-5	156	5	156

Remaining list, next part
SMILES	PLAP inhibitors HTS	Bcl-B displacement	MRP resist rev	MRP resist rev cytotoxicity	MRP resist rev with doxorubicin	NFkB transloc pot	NFkB transloc pot cell count 2 µM	NFkB transloc inh	NFkB transloc inh cell count 2 µM
CC1=C(C#N)C(C(F)(F)F)(C(F)(F)F)N=C(c2ccco2)N1	7%	-7%	14	88	74	-1	123	1	123
O=Cc1ccc2oc3nc4n(c(=O)c3c(=O)c2c1)CCCS4	-67%	20%	1	81	80	2	172	-2	172
COc1cc(S(=O)(=O)N(Cc2cccnc2)Cc2ccco2)ccc1-n1cnnn1	-1%	-8%	-3	70	74	/	/	/	/
O=C(Nc1ccccc1C(=O)O)c1ccc2ccccc2n1	-16%	-4%	2	93	91	23	193	-22	193
C=C(C)CSc1nnc2[nH]c(=O)cc(N)n12	/	/	1	88	88	6	102	-6	102
CC1(C)Cc2c(sc3[nH]c(=S)n(Cc4ccco4)c(=O)c23)CO1	-31%	-3%	-36	30	66	10	157	-10	157
Cc1cc(NS(=O)(=O)c2ccc(NC(=O)Nc3ccc4c(c3)OCO4)cc2)no1	/	/	0	100	101	-4	96	4	96
CCCCCn1c(CN2CCN(c3cc(Cl)ccc3C)CC2)nc2c1c(=O)[nH]c(=O)n2C	-13%	-13%	-24	4	28	1	182	-1	182
CC(C)C(=O)N(c1cc2sc(=O)oc2c2ccccc12)S(=O)(=O)c1cccs1	-16%	-3%	-15	22	36	4	160	-4	160
CCN(CC(N)=O)S(=O)(=O)c1ccc(Br)cc1	16%	-8%	-2	91	93	2	119	-2	119
CCCC/C(O)=C/c1nc2ccccc2[nH]c1=O	14%	2%	/	/	/	2	137	-2	137
Cc1cccc(-n2ncc3c(NCCCn4ccnc4)ncnc32)c1	-28%	0%	-1	71	72	10	47	-10	47
CCOC(=O)C1=C(c2ccccc2)NC(SCC(=O)Nc2ccc(C)cc2)=C(C#N)C1c1ccco1 (stereo unspecified)	-7%	-4%	-10	50	60	-8	107	8	107
COc1ccc(NC(=O)c2cc(Cl)ccc2NC(=O)c2ccco2)c(OC)c1	-10%	-3%	-1	69	69	2	72	-2	72
CC1CCCCC1NC(=O)C(Cc1ccccc1)NS(=O)(=O)c1cccs1 (stereo unspecified)	-7%	-88%	16	104	88	-21	77	21	77
CCS(=O)(=O)n1nc(-c2ccccc2)nc1N	/	/	-9	92	101	31	157	-31	157
Cc1ccc(/C=C2/NC(=O)N(Cc3ccccc3)C2=O)s1	-3%	-187%	/	/	/	-1	82	1	82
O=C(COC(=O)c1ccccc1NC(=O)c1ccco1)NCCC1=CCCCC1	17%	-11%	12	90	77	/	/	/	/
COc1cc(OC)c(CN2CCN(c3ccc(F)cc3)CC2)cc1Br	-28%	6%	-1	97	98	/	/	/	/
NC(=O)CSc1nc2ccccc2n1Cc1ccccc1F	4%	-29%	11	101	91	4	92	-4	92
O=C(Nc1ccc2c(c1)OCO2)C1CCCN(S(=O)(=O)Cc2ccccc2)C1 (stereo unspecified)	5%	-3%	11	97	86	22	65	-22	65
NC(=O)c1c(N)sc(=S)n1-c1ccccc1	4%	0%	-17	99	115	11	77	-11	77
Cc1ccc(C(=O)Oc2cc(-c3ccccc3)no2)cc1	8%	-10%	-7	95	103	/	/	/	/
O=C(COc1ccc2ccccc2c1)N1CCCC1	23%	-11%	/	/	/	19	120	-19	120
Cc1cc2ccccc2n1CCNC(=O)C1CCCC1	-11%	0%	4	82	78	13	94	-13	94
CCOC(=O)C1=C(C)OC(N)=C(C#N)C1c1ccc(C)o1 (stereo unspecified)	-6%	0%	-10	68	77	/	/	/	/
CCOc1ccccc1N1CN(CC)CNC1=S	-7%	2%	/	/	/	5	147	-5	147
O=C(c1cccc(F)c1)N1CCC(N2CCCCCC2)CC1	-6%	6%	12	104	92	17	187	-17	187
COc1ccc(OCC(=O)Nc2ccc(NC(=O)c3ccco3)cc2)cc1	-15%	-9%	8	91	83	22	202	-22	202
CC1CCCC(C)N1S(=O)(=O)c1ccc(NC(=O)CNCC2CCCO2)cc1 (stereo unspecified)	-48%	-10%	21	91	70	-2	187	2	187
CCCNC(=O)Cn1nc(C(F)(F)F)c2c1CCCC2	/	/	-9	95	104	-5	166	4	166
O=C(NCc1ccccc1)c1cc(S(=O)(=O)N2CCOCC2)ccc1F	-16%	-18%	-15	93	108	/	/	/	/
O=C1c2cccc3cccc(c23)C(=O)N1c1ccncc1	/	/	-11	96	107	-11	107	11	107
Cc1ncoc1C(=O)Nc1ccccc1-c1ccccc1	-10%	3%	4	92	88	12	123	-12	123
Cc1ccc(S(=O)(=O)c2ccc(Cl)cc2)cc1S(=O)(=O)N1CCOCC1	-58%	-5%	13	96	83	/	/	/	/
O=C(Nc1ccccc1)c1ccncc1	-2%	-8%	8	102	93	13	137	-13	137
O=C(Nc1ccc2c(c1)OCO2)c1cccc2c1C(=O)N(Cc1cccnc1)C2	6%	7%	4	83	79	/	/	/	/
N#C/C(=C/c1ccc(Sc2nc3ccccc3[nH]2)o1)c1cccc(F)c1	-67%	2%	6	84	77	8	181	-8	181
CCOC(=O)CC1C(=O)NCCN1S(=O)(=O)c1ccccc1Cl (stereo unspecified)	0%	5%	/	/	/	-8	102	8	102
COc1ccc(Cn2c(N)c(S(=O)(=O)c3cccs3)c3nc4ccccc4nc32)cc1	6%	-1%	/	/	/	11	195	-11	195
N#C/C(=C\c1cccs1)C(=O)NCC1CCCO1 (stereo unspecified)	22%	-7%	/	/	/	2	116	-2	116
CC(=O)N1CCC(C(=O)Nc2ccccc2)(N(Cc2ccccc2)C(=O)c2cccnc2)CC1	-25%	1%	9	99	90	/	/	/	/
N#Cc1cc2cc3c(cc2nc1N1CCOCC1)OCO3	26%	-14%	/	/	/	1	144	-1	144
N#CC(C(=O)c1ccc(S(=O)(=O)N2CCCCCC2)cc1)c1nc2ccccc2[nH]1 (stereo unspecified)	-86%	-73%	1	93	92	-1	139	1	139
CS(=O)(=O)N(CCc1ccccc1)CC(=O)NCc1ccccn1	24%	5%	-13	97	110	7	150	-7	150
CCOc1ccccc1-n1c(SCC(=O)NC2CCCC2)nnc1-c1ccoc1C	-39%	0%	5	82	77	10	163	-10	163
O=C(OCn1nnc2ccccc2c1=O)c1ccc2ncsc2c1	-4%	10%	9	101	92	-1	157	1	157
CCOC(=O)N1CCN(C(=O)c2ccc(CNS(=O)(=O)c3ccc(C)cc3)cc2)CC1	-39%	1%	9	101	92	26	102	-26	102
Cn1nc(-c2ccc(N3CCOCC3)c(NC(=O)c3ccccc3)c2)c2ccccc2c1=O	/	/	-13	42	55	8	129	-8	129
O=C1C2C3c4ccccc4C(c4ccccc43)C2C(=O)N1/N=C/c1cccc(O)c1 (stereo unspecified)	-4%	-6%	/	/	/	3	101	-3	101
COC(=O)c1c(NC(=O)Cn2cc([N+](=O)[O-])cn2)sc2c1CCC2	9%	3%	/	/	/	2	180	-2	180
Cc1ccc(C)c(SCc2noc(C(=O)NC(C)C)c2C(=O)O)c1	-4%	-3%	/	/	/	31	162	-31	162
N#Cc1c(-c2ccccc2)[nH]c(=S)[nH]c1=O	19%	4%	23	116	93	0	175	0	175
CC(C)Oc1ccc(N2C(=O)c3ccccc3C2=O)cc1	15%	-6%	8	102	94	2	175	-2	175
Cc1nc2ccccc2n1CCC(=O)Nc1cccc(F)c1	12%	6%	4	91	87	-7	115	7	115
C=C(C)CSCc1nc2ccccc2[nH]1	-1%	-5%	-19	60	79	1	104	-1	104
CCSc1nnc(NC(=O)CSc2nnc(-c3c[nH]c4ccccc34)n2C)s1	-22%	-5%	-8	72	80	/	/	/	/
COc1ccc(NC(=O)c2c(C)cc(=O)oc2C)c(OC)c1	-1%	-7%	8	92	84	22	160	-22	160
CCOC(=O)CN1C(=O)C(CC)Oc2ccccc21 (stereo unspecified)	13%	-2%	/	/	/	-6	94	6	94
